Compound activity from PubChem BioAssay.
USP2a block = blocks human ubiquitin-specific protease USP2a; Potency, µM (top dose mostly 38.3 µM), without a hit: at the highest dose activity change, negative = inhibition, hits mostly inhibitors; O75604; USP2 core, Ub-CHOP2 coupled fluorogenic reporter, 485/531; hit rate 0.01% among 330,000;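 further: potency means the concentration at half of the fitted maximal effect; plate controls were DMSO wells for no effect and full inhibition by NEM control for full effect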
Target sequence (O75604 whole entry, looked up): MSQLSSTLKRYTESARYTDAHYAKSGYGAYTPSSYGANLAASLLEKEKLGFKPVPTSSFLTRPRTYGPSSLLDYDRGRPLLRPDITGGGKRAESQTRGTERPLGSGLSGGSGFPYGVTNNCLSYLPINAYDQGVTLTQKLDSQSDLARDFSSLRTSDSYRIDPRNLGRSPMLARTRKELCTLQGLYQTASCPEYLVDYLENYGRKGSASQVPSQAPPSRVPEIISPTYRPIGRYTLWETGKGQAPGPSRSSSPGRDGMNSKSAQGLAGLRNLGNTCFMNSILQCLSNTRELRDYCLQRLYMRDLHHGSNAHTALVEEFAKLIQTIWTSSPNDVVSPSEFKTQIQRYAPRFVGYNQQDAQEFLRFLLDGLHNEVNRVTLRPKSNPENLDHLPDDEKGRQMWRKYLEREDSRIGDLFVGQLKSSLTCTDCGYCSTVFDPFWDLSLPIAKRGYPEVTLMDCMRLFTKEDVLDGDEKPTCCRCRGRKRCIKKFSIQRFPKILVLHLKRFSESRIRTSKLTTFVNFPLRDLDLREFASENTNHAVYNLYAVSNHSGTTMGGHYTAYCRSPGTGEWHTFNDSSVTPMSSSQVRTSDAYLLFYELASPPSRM
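USP2 core (10nM final) preincubated 30min RT with compound in 20mM Tris-HCl pH 8.0, 2mM CaCl2, 2mM beta-mercaptoethanol, 0.05% CHAPS; 25nM Ub-CHOP2 plus 25nM reporter substrate added, fluorescence (Ex485/Em531) read after 60min.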
KCNH2 3.1 inh = KCNH2 3.1 (human) potassium channel inhibition; U2OS KCNH2 3.1, thallium flux FluxOr; stronger effect = lower value; activity change, % (tested at about 1.8 µM); hit rate 0.95% among 340,000; AID 720553;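 active means maximum activity change below -70%; inconclusive means maximum activity change from -70% to -50%; inactive means maximum activity change above -50%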;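 further: thallium influx rate constant from kinetic fluorescence after stimulation buffer; on the % scale 0 is the no-effect control and ±100 the full control effect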
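Channel expression came from 3.1 mutant virus (1.77 x 10^8 /mL) applied to suspended U2OS cells for 4 h. Flux was tracked with FluxOr dye plus Red40 quencher, and kinetic rate constants normalized to controls.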
MLL CXXC-DNA inh = inhibitors of human MLL CXXC domain-DNA interaction. Q03164. MLL-CXXC / FITC-HOXA9 DNA fluorescence polarization. Potency, µM (titrated, usually from 115 µM), for the others: at the top dose activity change, negative = inhibition, actives largely listed as inhibitors. hit rate 0.037% among 290,000; active means well fitted inhibition curve with a large enough effect in the polarisation, with a control signal flat, not every such curve was filed as active; inconclusive means small, poorly fitted or top-dose-only effect, or effect the other way, or a change in a side signal; inactive means no such curve, though single readings can be large or run the other way; the % refers to the polarisation; further: potency means the concentration at half of the fitted maximal effect
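Fluorescence polarization: 7 uM MLL-CXXC (stock) preincubated 5 min with compounds, then 50 nM fluorescein-HOX-A9 DNA (stock) added; 30 min ambient. Buffer 50 mM Tris-HCl pH 7.5, 50 mM NaCl, 1 mM DTT, 0.05% BSA.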
PKM2 activator = PKM2 (human) enzyme activation; P14618; purified PKM2, Kinase-Glo ATP luminescence, activation; response scale: 0% is enzyme alone, no compound; Potency, µM (series often up to 57.5 µM), for inactives: top-dose activation, most hits filed as activators; hit rate 0.34% among 260,000; further: potency means the concentration at half of the fitted maximal effect; on the % scale 0 is the no-effect control and ±100 the full control effect; nearly all actives have a fitted effect of over 55% in size
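hPK-M2, >95% pure; 0.1 mM ADP / 0.5 mM PEP final; imidazole pH7.2 buffer w/ 7 mM MgCl2, 50 mM KCl; 1 h RT; Kinase-Glo lum. Intermediate enzyme activity for dual inhibitor/activator qHTS.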
Giardia kill = Giardia lamblia killing; hit rate 0.15% among 340,000; Giardia lamblia trophozoite viability; activity change, % at 7.66 µM, hits read low; in the data active means activity change below about -80%; inconclusive means between about -30% and that limit;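 further: parasites exposed to compound for two days anaerobically before the ATP read; on the % scale 0 is the no-effect control and ±100 the full control effect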
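Giardia lamblia trophozoites (100 cells/well) were incubated with compounds for 48 h at 37 deg C under anaerobic conditions. Viability was read as ATP content by one-step luminescence after 15-30 min at room temperature.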
B2AR arrestin = recruits beta-arrestin to the human beta2-adrenergic receptor | beta-arrestin recruitment to beta2AR, cell-based reporter | Potency, µM (series often up to 46.1 µM), for the others: top-dose activation, usual class: activators | hit rate 0.02% among 330,000 | AID 492947;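 further: potency means the concentration at half of the fitted maximal effect; 0% = DMSO controls and full agonism = EC100 isoproterenol or metaproterenol; nearly all actives have a fitted effect of over 65% in size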
Target sequence (P07550 whole entry, looked up): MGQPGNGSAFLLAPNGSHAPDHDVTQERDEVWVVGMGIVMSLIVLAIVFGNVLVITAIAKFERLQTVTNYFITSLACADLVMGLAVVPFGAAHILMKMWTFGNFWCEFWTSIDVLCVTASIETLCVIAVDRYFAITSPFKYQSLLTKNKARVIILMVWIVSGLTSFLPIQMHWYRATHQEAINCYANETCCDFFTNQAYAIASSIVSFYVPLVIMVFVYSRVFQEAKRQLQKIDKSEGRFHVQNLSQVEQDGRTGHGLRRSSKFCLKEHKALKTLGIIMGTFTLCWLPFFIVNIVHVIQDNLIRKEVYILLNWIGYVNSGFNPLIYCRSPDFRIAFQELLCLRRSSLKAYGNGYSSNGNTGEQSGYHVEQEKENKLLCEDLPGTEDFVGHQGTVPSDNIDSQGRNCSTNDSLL
GALK inhibitor = blocks human galactokinase activity; Potency, µM (series often up to 57.5 µM), for the others: at the top dose activity change, negative = inhibition, hits mostly inhibitors; hit rate 0.007% among 270,000; P51570; Purified GALK, Kinase-Glo residual ATP luminescence; further: potency means the concentration at half of the fitted maximal effect; on the % scale 0 is the no-effect control and ±100 the full control effect
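The enzyme phosphorylates galactose (100 uM) using ATP (35 uM); inhibition is detected as higher residual ATP, quantified by bioluminescence after 1 h reaction at room temperature, pH 8.0.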
Menin-MLL TR inh = inhibitors of human menin-MLL interaction, mutant MLL peptide. Menin + Texas Red MLL mutant peptide, fluorescence polarization. Potency, µM (series often up to 61.6 µM), without a hit: top-dose FP activity change, negative = inhibition, actives largely listed as inhibitors. AID 1768. hit rate 0.23% among 270,000; active means well fitted inhibition curve with a large enough effect in the polarisation, with a control signal flat, not every such curve was filed as active; inconclusive means small, poorly fitted or top-dose-only effect, or effect the other way, or a change in a side signal; inactive means no such curve, though single readings can be large or run the other way; the % refers to the polarisation; further: potency means the concentration at half of the fitted maximal effect; % of control where 0% means no effect; many of its hits are not listed in these tables
FBPA coupling cs = counter-screen for Giardia aldolase inhibitors: coupling enzyme system. coupling enzyme system counterscreen, AmpLite Red fluorescence. activity change, negative = inhibition, % at 58.2 µM, hits read low. hit rate 0.67% among 290,000. AID 2472; in the data active means activity change below about -30%; further: on the % scale 0 is the no-effect control and ±100 the full control effect
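Activity here indicates interference with the coupling reaction, not aldolase inhibition. Compounds at 57.5 uM final met coupling enzymes for 10 min at RT; substrate and AmpLite Red detection followed, with a 525/598 nm fluorescence read after 20 min.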
hERG WT inh = blocks the wildtype human KCNH2 potassium channel. Q12809. U2OS, BacMam KCNH2, thallium flux FluxOr; stronger effect = lower value. activity change, % at 1.84 µM. hit rate 0.37% among 340,000;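 active means maximum activity change below -70%; inconclusive means maximum activity change between -70% and -50%; inactive means maximum activity change above -50%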; further: on the % scale 0 is the no-effect control and ±100 the full control effect
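U2OS cells were transduced with wild-type KCNH2 virus (2.03 x 10^8 / mL) for 4 h at room temperature, then cultured overnight at 37 C. Thallium flux was read with FluxOr dye. Rate constants were normalized to DMSO controls.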
TRPV1 agonist = agonists of human vanilloid receptor 1 (TRPV1); TRPV1-expressing cells, Fluo-8 calcium influx, agonist mode; AID 540275; Q8NER1; hit rate 0.19% among 320,000; activation, % at 8.33 µM; in the data active means activation above about 80%; inconclusive means between about 30% and that limit; further: 0% is about no effect
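Cells expressing TRPV1 were dye-loaded with Fluo-8 and read kinetically: 10 s baseline, 3 min after compound (agonist portion), then 2 min after EC20 capsaicin (allosteric enhancer portion). Calcium-bound dye fluorescence at 480/520 nm.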
* hit, by the source's call; ? = inconclusive; · = no result given; [ ] = another dose, or the depositor's remark. Unless noted, the call rests on the fitted dose curve; in most records, active means well fitted curve in the direction sought with a large enough effect; inconclusive means small, poorly fitted or top-dose-only effect, or another doubt; inactive means no such curve, though single readings can be large; an effect the other way counts as inactive or inconclusive. Not all compounds are listed; count on the stated rates, not on these rows.

SMILES	USP2a block	KCNH2 3.1 inh	MLL CXXC-DNA inh	PKM2 activator	Giardia kill	B2AR arrestin	GALK inhibitor	Menin-MLL TR inh	FBPA coupling cs	hERG WT inh	TRPV1 agonist
CC(C)Cn1cc(Cl)c(=O)n(CC(C)C)c1=O	0%	37	-1%	-4%	-1	-0.1%	2%	1%	0	-2	3
Cn1c(SCc2ccc3c(c2)OCO3)nnc1-c1ccccc1	0%	-10	8%	0%	17	0.0%	1%	-11%	2	-7	3
S=C(NCCCN1CCOCC1)Nc1ccc(Nc2ccccc2)cc1	0%	-12	9%	-30%	-14	-0.2%	10%	-8%	1	-2	-3
Cn1c(Cn2nnc(-c3ccccc3)n2)nnc1SCc1ccccc1Cl	-5%	6	2%	-17%	5	-0.6%	-1%	1%	-1	-4	-2
CC(=O)Nc1ccc(-n2nnnc2SCC(=O)Nc2cccc(NC(=O)c3ccco3)c2)cc1	8%	3	4%	?	-28	-0.2%	-2%	·	-1	-5	1
O=C(CN1C(=O)/C(=C/c2ccccc2F)Sc2ccccc21)NCC1CCCO1 (stereo unspecified)	0%	3	22%	·	2	0.3%	-3%	·	·	-11	22
CCC1Sc2ccc(S(=O)(=O)Nc3ccc(OC)cc3)cc2NC1=O (stereo unspecified)	1%	2	-11%	·	8	-0.2%	-2%	·	·	-9	18
O=C(NN1CC(C(=O)OCc2ccccc2F)CC1=O)c1ccccc1 (stereo unspecified)	-1%	9	2%	8%	8	0.3%	-5%	·	·	5	8
COc1ccc(S(=O)(=O)N2CCCC(C(=O)NCc3ccco3)C2)cc1OC (stereo unspecified)	-1%	17	-2%	4%	1	0.0%	17%	-15%	2	4	3
C=CCOc1ccn(C)c(=O)n1	4%	10	16%	-9%	32[activator]	-0.7%	1%	6%	-1	-7	3
CN(c1ccc(C(=O)Nc2ccccc2Sc2ccccc2)cc1)S(C)(=O)=O	-1%	-9	-3%	5%	8	-0.8%	0%	19%	-6	8	21
CC(=O)NC(=S)Nc1sc2c(c1C#N)CCCCC2	2%	5	-1%	-33%	7	11%	1%	3%	6	8	0
CCOC(=O)C1(Cc2ccccc2C)CCCN(S(=O)(=O)CC)C1 (stereo unspecified)	-1%	-3	-10%	1%	-7	-0.9%	4%	-16%	-7	15	5
OCCNc1nc(Nc2ccc(Br)cc2)nc2ccccc12	1%	-5	88%[activator]	5%	0	0.2%	6%	14%	0	1	12
O=[N+]([O-])c1ccccc1/C=C/CN1CCSCC1	0%	-15	-5%	2%	-11	-0.2%	1%	-2%	1	-8	1
O=C(Nc1ccccc1)N1CCN(c2ccccn2)CC1	0%	6	-5%	-4%	-10	-0.3%	-1%	14%	3	-7	?
COc1ccc(C2NC(c3ccc(OC)cc3)C(C)C(=O)C2C)cc1 (stereo unspecified)	3%	-2	11%	·	4	-1.6%	-2%	-3%	0	0	3
C=C(C)COc1ccc(-c2nc(N)ncc2-c2ccc(OC)cc2)c(O)c1	-7%	·	2%	-8%	·	-0.4%	0%	30%	-4	·	7
COc1ccc(S(=O)(=O)N2CCC(C(=O)N[C@H](C(=O)N3CCCCCC3)C(C)C)CC2)cc1	0%	-4	4%	·	-21	-0.2%	1%	·	·	-2	6
Cc1cccc(C(=O)NC2CCN(C(=O)NCc3ccccc3)CC2)c1	0%	1	1%	5%	-8	-0.8%	-3%	19%	1	3	-1

9 entries from above, reformatted.
Molecule,USP2a block,KCNH2 3.1 inh,MLL CXXC-DNA inh,PKM2 activator,Giardia kill,B2AR arrestin,GALK inhibitor,Menin-MLL TR inh,FBPA coupling cs,hERG WT inh,TRPV1 agonist
CC(=O)NC(=S)Nc1sc2c(c1C#N)CCCCC2,2%,5,-1%,-33%,7,11%,1%,3%,6,8,0
CCOC(=O)C1(Cc2ccccc2C)CCCN(S(=O)(=O)CC)C1 (stereo unspecified),-1%,-3,-10%,1%,-7,-0.9%,4%,-16%,-7,15,5
OCCNc1nc(Nc2ccc(Br)cc2)nc2ccccc12,1%,-5,88%[activator],5%,0,0.2%,6%,14%,0,1,12
O=[N+]([O-])c1ccccc1/C=C/CN1CCSCC1,0%,-15,-5%,2%,-11,-0.2%,1%,-2%,1,-8,1
O=C(Nc1ccccc1)N1CCN(c2ccccn2)CC1,0%,6,-5%,-4%,-10,-0.3%,-1%,14%,3,-7,?
COc1ccc(C2NC(c3ccc(OC)cc3)C(C)C(=O)C2C)cc1 (stereo unspecified),3%,-2,11%,·,4,-1.6%,-2%,-3%,0,0,3
C=C(C)COc1ccc(-c2nc(N)ncc2-c2ccc(OC)cc2)c(O)c1,-7%,·,2%,-8%,·,-0.4%,0%,30%,-4,·,7
COc1ccc(S(=O)(=O)N2CCC(C(=O)N[C@H](C(=O)N3CCCCCC3)C(C)C)CC2)cc1,0%,-4,4%,·,-21,-0.2%,1%,·,·,-2,6
Cc1cccc(C(=O)NC2CCN(C(=O)NCc3ccccc3)CC2)c1,0%,1,1%,5%,-8,-0.8%,-3%,19%,1,3,-1

(continued)
SMILES	USP2a block	KCNH2 3.1 inh	MLL CXXC-DNA inh	PKM2 activator	Giardia kill	B2AR arrestin	GALK inhibitor	Menin-MLL TR inh	FBPA coupling cs	hERG WT inh	TRPV1 agonist
COc1cc(-c2c(NC(=O)c3ccco3)oc3ccccc3c2=O)cc(OC)c1OC	2%	-7	-9%	·	4	0.0%	-3%	·	·	3	-2
COC(=O)C1=NN(c2ccc(C)cc2)C2C(=O)N(c3ccccc3OC)C(=O)C12 (stereo unspecified)	0%	6	-3%	2%	-1	-0.5%	1%	·	-3	5	1
COC(=O)/C(C#N)=C/N(C)C	-8%	-4	-19%	1%	-2	-0.5%	-1%	·	0	24	0
O=C(/C=C/c1ccc(Cl)c(Cl)c1)NCc1ccco1	-1%	6	3%	0%	-1	0.4%	1%	-8%	-1	4	28
O=C(COC(=O)c1c(Cl)ccc(Cl)c1Cl)NC1CCS(=O)(=O)C1 (stereo unspecified)	1%	-3	-4%	10%	6	-0.1%	9%	1%	1	-4	0
COc1ccc(C(=O)/C=C(\C)Nc2ccc(NC(C)=O)cc2)cc1	3%	-22	-2%	-1%	-16	0.2%	-4%	16%	2	4	8
O=C(O)c1cc([N+](=O)[O-])ccc1N1CCCCC1	7%	4	10%	-2%	39[activator]	-1.1%	2%	-4%	-8	4	1
O=C(O)c1cncc(C#Cc2ccccc2)c1	-2%	5	-5%	·	15	0.3%	3%	-20%	8	-6	-3
CC1(c2ccc(Cl)cc2Cl)NC(=O)N(CC(=O)Nc2cccnc2Cl)C1=O (stereo unspecified)	1%	10	·	·	-5	0.1%	·	·	·	-9	2
CC1CCN(C(=O)CCC(=O)Nc2nnc(C3CCCCC3)s2)CC1	-1%	-1	7%	·	-1	0.2%	5%	·	·	-2	10
Cc1cc2[nH]c3ccccc3c2cn1	4%	-5	-1%	3%[11.5 µM]	14	0.1%	-2%	-11%	-2	1	-3
O=C(/C=C/c1cccc(Cl)c1)NCCc1ccccc1	0%	-16	2%	-5%	-17	-0.4%	2%	0%	6	3	22
CCC(=O)Nc1nc2ccc(NC(=O)COc3ccccc3)cc2s1	2%	15	-3%	1%	8	-1.0%	0%	-5%	0	3	0
CCC(Sc1nc(-c2ccccc2)cc(=O)[nH]1)C(=O)O (stereo unspecified)	4%	5	3%	-2%	-3	-0.2%	1%	-12%	5	7	-2
CN(C)CCC(=O)c1cccc(Br)c1	2%	-14	6%	-1%	17	-0.6%	0%	7%	4	·	0
Cc1ccc(C(=O)CCC(=O)N(C)CC(=O)Nc2ccccc2Br)cc1	1%	22	-5%	0%	14	0.1%	-6%	·	·	8	3
